Source: PubChem BioAssay (National Center for Advancing Translational Sciences (NCATS))
ALDH1A1 inh: ALDH1A1 (human) enzyme inhibition | actives 7.3% (n = 220,000) | Potency, µM (titrated, usually from 75.3 µM), inactives show at the highest dose activity, negative = inhibition, usual class: inhibitors | P00352 | Purified ALDH1A1, NADH fluorescence, propionaldehyde substrate; active means well fitted inhibition curve with a large enough effect, not every such curve was filed as active; inconclusive means small, poorly fitted or top-dose-only effect, or another doubt; inactive means no such curve, though single readings can be large or run the other way;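 further: plate controls were no enzyme wells and a reference inhibitor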
Target sequence (P00352 whole entry, looked up): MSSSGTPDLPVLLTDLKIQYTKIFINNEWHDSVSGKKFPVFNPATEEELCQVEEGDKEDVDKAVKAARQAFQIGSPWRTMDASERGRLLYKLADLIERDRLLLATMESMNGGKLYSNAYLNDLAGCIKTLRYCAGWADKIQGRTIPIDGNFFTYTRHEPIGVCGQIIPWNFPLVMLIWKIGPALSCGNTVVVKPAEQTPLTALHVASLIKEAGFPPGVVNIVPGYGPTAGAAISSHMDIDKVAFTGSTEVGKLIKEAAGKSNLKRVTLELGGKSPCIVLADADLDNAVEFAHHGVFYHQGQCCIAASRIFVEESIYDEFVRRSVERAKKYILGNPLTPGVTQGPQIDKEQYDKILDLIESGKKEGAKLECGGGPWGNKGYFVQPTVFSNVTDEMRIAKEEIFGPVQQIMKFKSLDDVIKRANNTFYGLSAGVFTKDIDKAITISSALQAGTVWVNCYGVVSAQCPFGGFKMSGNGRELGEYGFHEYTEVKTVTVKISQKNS
aGal spleen mod: inhibitors or activators of human alpha-galactosidase in spleen homogenate. human spleen homogenate, 4MU-alpha-Gal fluorescence, 40 min. AID 2107. P06280. actives 0.008% (n = 240,000). Potency, µM (series often up to 80 µM), for the others: at the highest dose activity change, negative = inhibition, hits mostly inhibitors;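 further: 0% = enzyme with vehicle and -100% = no enzyme basal signal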
Target sequence (P06280 32-429 limits assumed): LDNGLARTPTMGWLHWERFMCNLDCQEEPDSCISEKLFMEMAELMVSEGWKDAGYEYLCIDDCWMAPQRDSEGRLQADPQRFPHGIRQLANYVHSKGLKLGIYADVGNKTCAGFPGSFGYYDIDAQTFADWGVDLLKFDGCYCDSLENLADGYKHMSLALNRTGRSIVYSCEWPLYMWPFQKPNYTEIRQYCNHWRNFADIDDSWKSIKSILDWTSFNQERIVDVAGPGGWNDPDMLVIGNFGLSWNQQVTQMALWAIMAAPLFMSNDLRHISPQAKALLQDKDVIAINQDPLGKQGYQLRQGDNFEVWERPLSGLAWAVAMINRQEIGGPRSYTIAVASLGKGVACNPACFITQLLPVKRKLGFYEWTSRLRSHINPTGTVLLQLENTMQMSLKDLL
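Inhibition or activation of alpha-galactosidase in human spleen homogenate is scored by 4-MU fluorescence after 40 min at 37C, pH 5.0, with 1 mM substrate. AC50s come from concentration-response fitted to the Hill equation.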
Tau ThT inhib: blocks human tau fibril formation measured by thioflavin T; Potency, µM (titrated, usually from 57.4 µM), for the others: at the top dose activity, negative = inhibition, most hits filed as inhibitors; recombinant tau K18 P301L, heparin-induced fibrillization, ThT fluorescence; AID 1460; actives 2.1% (n = 270,000); further: nearly all actives have a fitted effect of over 55% in size
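Tau K18 P301L fragment (15 uM unlabeled plus 0.24 uM Alexa 594-labeled) in 100 mM sodium acetate pH 7 with compound, fibrillization induced by 20 uM heparin for 6 hr at 37 C. Thioflavin T (30 uM) added, fluorescence read after 1 hr (ex 450, em 510 nm).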
L3MBTL1 block: blocks human L3MBTL1. Potency, µM (titrated, usually from 57.1 µM), for inactives: top-dose activity, negative = inhibition, hits mostly inhibitors. Q9Y468. AlphaScreen L3MBTL1–H3K9me1 peptide binding. actives 0.66% (n = 230,000); further: nearly all actives have a fitted effect of over 60% in size
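L3MBTL1 50 nM + b-AHA-H3(1-15)K9me1 75 nM, 30 min RT; compound added, 30 min RT; streptavidin donor/Ni-chelate acceptor beads 10 ug/mL each final, 30 min RT dark; AlphaScreen read.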
Tau fluor counter: counter-screen for tau fibril formation inhibitors. tau K18 P301L (four-repeat tau fragment) Alexa594 fluorescence, heparin fibrillization. Potency, µM (top dose mostly 57.7 µM), for the others: at the highest dose activity change, negative = decrease. actives 0.93% (n = 280,000); further: nearly all actives have a fitted effect of over 55% in size
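Human K18 P301L tau (15 uM unlabeled plus 0.24 uM Alexa 594-labeled, final) in 100 mM sodium acetate pH 7 was mixed with compound and 20 uM heparin and incubated 6 hr at 37 C.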
Tau fibril FP: tau fibrillization inhibition (FP); actives 0.39% (n = 280,000); K18 P301L tau heparin fibrillization, Alexa594 FP, 6 h; Potency, µM (titrated, usually from 57.7 µM), inactives show at the top dose activity, negative = inhibition, actives largely listed as inhibitors; further: nearly all actives have a fitted effect of over 55% in size
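Steps: dispense K18 P301L tau (15 uM plus 0.24 uM Alexa 594 tracer, final) in pH 7 sodium acetate; add compound; add heparin (20 uM final); incubate 6 hr, 37 C; add ThT (30 uM final); after 1 hr ambient, read FP.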
TexasRed fluor: alters Texas Red total fluorescence, flagging assay interference | actives 0.29% (n = 280,000) | AID 1479 | TRb/SRC2 Texas Red total fluorescence interference | Potency, µM (series often up to 106 µM), without a hit: top-dose fluorescence change, negative = quenching; active means well fitted curve in either direction with a large enough effect; inconclusive means small, poorly fitted or top-dose-only effect
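Human TRβ ligand-binding domain (0.6 uM) and Texas Red SRC2 peptide (20 nM) in Tris buffer with 1 uM T3 and 5% DMSO were incubated with pinned compound for 5 hr at ambient temperature. Total fluorescence was computed as S + 2P (555/632 nm).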
TRb-SRC2 inh: inhibitors of human thyroid hormone receptor beta-SRC2 interaction | actives 0.065% (n = 280,000) | AID 1469 | Potency, µM (highest dose often 106 µM), inactives show at the top dose activity change, negative = inhibition, usual class: inhibitors | TRbeta-SRC2 peptide binding, fluorescence polarization; receptor liganded with 1 µM T3 | P10828;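 further: plate controls were bound peptide for no effect and peptide without receptor for full effect; nearly all actives have a fitted effect of over 50% in size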
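Quantitative HTS by FP: 0.6 uM TRb LBD, 20 nM labeled SRC2 20-mer, 1 uM T3, 5% DMSO; 5 hr ambient incubation; % activity per concentration and potencies from concentration series.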
* marks the source's active call; other numbers are inactive results; ? = inconclusive; nt = not tested or not shown; & = joins results of further samples; [ ] = remark or other dose. Unless noted, the call rests on the fitted dose curve; in most records, active means well fitted curve in the direction sought with a large enough effect; inconclusive means small, poorly fitted or top-dose-only effect, or another doubt; inactive means no such curve, though single readings can be large; an effect the other way counts as inactive or inconclusive. Unless noted, on the % scale 0 is the no-effect control and ±100 the full control effect; potency means the concentration at half of the fitted maximal effect.

SMILES	ALDH1A1 inh	Tau fibril FP	Tau fluor counter	aGal spleen mod	L3MBTL1 block	TexasRed fluor	Tau ThT inhib	TRb-SRC2 inh
CCOC(=O)C1=C(c2ccccc2)c2cc(OC)ccc2OC1C(=O)OCC (stereo not given)	?	5%[81.3 µM]	-10%[81.3 µM]	-3%[119 µM]	nt	-2%	-8%[81.4 µM]	1%
COc1cc(NC(=O)NCCn2nnc3cc(S(=O)(=O)N(C)C)ccc32)cc(OC)c1OC	nt	0%	-1%	nt	nt	-2%	8%	5%
C=CCN(c1ccccc1)S(=O)(=O)c1ccc(Cl)c(C(=O)OCC(=O)NCCCN2CCCC2=O)c1	5%	1%	3%	-4%	18%	0%	3%	1%
O=C1CC(c2ccccc2)CN1C(=O)c1cncc(Br)c1 (stereo not given)	5%	1%	-11%	5%	-12%	-6%	-7%	-5%
CCOc1ncccc1C(=O)OCC(=O)N1CCN(S(=O)(=O)c2ccc(Cl)cc2)CC1	-6%	3%	-5%	-4%	-1%	0%	1%	1%
COc1cc(NC(=O)CCCl)cc(-n2cnnn2)c1	-10%	6%	2%	6%	2%	-2%	-1%	-2%
C(=N\Nc1nc2ccccc2[nH]1)/c1ccccn1	5%	-9%	-23%	-2%	nt	-1%	?	3%
Cc1ccc(Cl)cc1NC(=O)c1ccc(Cn2cc(Cl)cn2)cc1	3%	-2%	?	1%	8%	-5%	?	2%
O=C(C1=C[C@@H](c2csc3ccccc23)C[C@@H](OCc2ccc(CO)cc2)O1)N1CCN(Cc2ccc3c(c2)OCO3)CC1	12%	-2%	-13%	-10%	-21%	-1%	-10%	1%
CCC(=O)N1c2ccccc2CC1C(=O)NCCc1ccccc1C (stereo not given)	nt	2%	-2%	nt	nt	0%	-3%	3%
CCc1ccc(OCC(O)CN2CCC(CN3C(=O)c4cccc5cccc(c45)C3=O)CC2)cc1 (stereo not given)	?	-5%	-16%	0%	9%	-8%	?	8%
COc1ccc(NC(=O)C(NC(=O)CC2NC(=O)NC2=O)c2ccccc2)cc1 (stereo not given)	8%	10%	8%	1%	0%	-3%	2%	2%
CCOC(=O)c1cnn(-c2ccccc2)c1-n1cccc1C(=O)C(=O)Nc1ccccc1	-1%	-2%	-18%	4%	-6%	-4%	-7%	-3%
CN(C)S(=O)(=O)c1ccc(C(=O)Nc2ccccc2F)cc1	4%	1%	-4%	10%	nt	-2%	-2%	4%
COc1ccccc1C=NC(CO)C(O)c1ccc([N+](=O)[O-])cc1 (stereo not given)	?	0%	-2%	0%	4%	0%	-4%	3%
CC1(C)Cc2c(sc3nc(SCC(=O)O)[nH]c(=O)c23)CO1	-9%	-5%	-3%	8%	1%	-1%	-11%	-3%
Nc1cc(S(=O)(=O)Nc2ccccc2Cl)ccc1N1CCOCC1	8%	-15%	-29%	1%	nt	-5%	-17%	-1%
CCCN(CCC)C(=O)c1cc2c(=O)n3cccc(C)c3nc2s1	nt	-9%	-16%	nt	nt	4%	-11%	5%
COc1ccccc1Nc1ncc(C(C)=O)c(C)n1	5%	9%	5%	4%	3%	1%	-7%	-7%
O=c1c2ccccc2c(C=Nc2cccc(O)c2)c(O)n1-c1ccc2c(c1)OCO2	-10%	-6%	?	-2%	-2%	-1%	?	-13%
Cc1ccc(NC(=O)c2ccc([N+](=O)[O-])o2)cc1S(=O)(=O)N1CCOCC1	?	4%	-9%	-5%	-7%	1%	-2%	9%
c1cnc(NC2C3CC4CC(C3)CC2C4)nc1 (stereo not given)	?	0%	12%	17%	nt	1%	15%	-7%
CCCNC(=O)c1ccc(-n2c(-c3ccccc3)cc3c2CCC(C)C3)cc1 (stereo not given)	nt	13µM*	?	nt	nt	?	-7%	3%
Cc1ccc(NS(=O)(=O)c2ccc(C)c(C(=O)N3CCN(C)CC3)c2)cc1	-3%	9%	0%	5%	-3%	2%	-2%	2%
CC1C=CCCOC1c1ccccc1 (stereo not given)	-2%[13.5 µM]	-3%[11.6 µM]	-5%[11.6 µM]	5%[17.5 µM]	nt	-6%[11.2 µM]	-6%[11.5 µM]	6%[11.2 µM]
Cc1ccc(CSCCNC(=O)CCSc2ccccc2)cc1	?	-4%	-17%	-4%	-1%	1%	-11%	2%
Cc1ccccc1OCc1nc2ccccc2c(=O)n1N	0%	-11%	-7%	-7%	nt	-3%	-8%	-6%
COC(=O)CNC(=O)C(NC(=O)c1ccc(Cl)cc1)C(C)C (stereo not given)	3%	-5%	-11%	-7%	nt	-9%	-9%	-4%
O=C(CCC(=O)OCC(=O)c1ccc(Br)cc1)Nc1cccc2cccnc12	-2%	-7%	-2%	2%	9%	1%	-11%	-6%
CCCCCCCCCCCCCCCCO	13%	-2%	-4%	-10%&-9%	nt	8%	-8%	3%
COc1ccccc1-c1cc(=O)c2c(O)ccc([N+](=O)[O-])c2o1	nt	-8%	-10%	0%	nt	0%	-11%	8%
CCC(=O)Nc1ccc2c(c1)ncn2-c1ccc(OC)cc1	1%	2%	-8%	3%	0%	1%	-12%	15%
N#Cc1ccccc1Sc1ccccc1C(=O)OCC(N)=O	-7%	?	-15%	10%	-1%	-2%	-9%	-6%
O=C(Nc1ccc(Cl)c(Cl)c1)Nc1nc(-c2ccccc2)cs1	5%	18µM*	?	-3%	3%	-2%	12%	2%
O=C(Cc1csc(Nc2nc(=S)[nH]c3ccccc23)n1)NCc1ccccc1Cl	1%	-8%	0%	-6%	73%[activator]	-4%	3%	-6%
CCOc1ccc(NC(=O)Cn2nnc(C(=O)NCc3ccco3)c2N)cc1	1%	-10%	-3%	-1%	-2%	-3%	-7%	-3%
CCOC(=O)N1CCC(NC(=O)C(Cc2ccccc2)NC(=O)c2ccco2)CC1 (stereo not given)	-1%	-1%	7%	-1%	6%	-1%	4%	-14%
CC(NC(=O)N(Cc1ccccc1)Cc1ccc2c(c1)OCO2)(C(F)(F)F)C(F)(F)F	?	-1%	-6%	-10%	-6%	-1%	-13%	-9%
COc1ccc(CNC(=S)Nc2ccccc2-c2ccccc2)cc1	22µM*	-2%	-22%	1%	-7%	2%	-13%	-2%
COC(=O)c1sc(NC(=O)c2cc(-c3ccccc3)nc3ccccc23)c(C#N)c1C	14µM*	?	?	-1%	-13%	1%	28µM*	7%
CCOCCCN1CN(S(=O)(=O)c2ccc(Cl)cc2)c2nc3ccccc3nc21	?	-1%	-10%	-10%	-3%	0%	-2%	-1%
CS(=O)(=O)N1CCN(c2ccccc2NC(=S)NC(=O)c2cccs2)CC1	0.45µM*	-8%	?	-5%	-8%	2%	-16%	8%
CC(C)C12CN3CC(C(C)C)(CN(C1)C3(C)C)C2=O	9%	7%	-5%	6%	-14%	-1%[53 µM]	0%	1%[53 µM]
COc1cccc(OCC(=O)NNC(=O)C(=O)N2CCCC2)c1	3%	-2%	0%	7%	6%	1%	1%	2%

3 compounds already listed, ordered by formula weight, highest first:
SMILES	ALDH1A1 inh	Tau fibril FP	Tau fluor counter	aGal spleen mod	L3MBTL1 block	TexasRed fluor	Tau ThT inhib	TRb-SRC2 inh
CC(NC(=O)N(Cc1ccccc1)Cc1ccc2c(c1)OCO2)(C(F)(F)F)C(F)(F)F	?	-1%	-6%	-10%	-6%	-1%	-13%	-9%
CCOc1ccc(NC(=O)Cn2nnc(C(=O)NCc3ccco3)c2N)cc1	1%	-10%	-3%	-1%	-2%	-3%	-7%	-3%
CC(C)C12CN3CC(C(C)C)(CN(C1)C3(C)C)C2=O	9%	7%	-5%	6%	-14%	-1%[53 µM]	0%	1%[53 µM]

As a working copy, three of the compounds above:
SMILES	ALDH1A1 inh	Tau fibril FP	Tau fluor counter	aGal spleen mod	L3MBTL1 block	TexasRed fluor	Tau ThT inhib	TRb-SRC2 inh
CCOc1ccc(NC(=O)Cn2nnc(C(=O)NCc3ccco3)c2N)cc1	1%	-10%	-3%	-1%	-2%	-3%	-7%	-3%
CCOC(=O)N1CCC(NC(=O)C(Cc2ccccc2)NC(=O)c2ccco2)CC1 (stereo not given)	-1%	-1%	7%	-1%	6%	-1%	4%	-14%
CC(NC(=O)N(Cc1ccccc1)Cc1ccc2c(c1)OCO2)(C(F)(F)F)C(F)(F)F	?	-1%	-6%	-10%	-6%	-1%	-13%	-9%

An unsorted share of the library, and some 8.5% of all compounds hit somewhere here.
